Screening results deposited in PubChem by several laboratories.
p97 inhibitor = inhibitors of human p97 ATPase, primary screen, biochemical | Transitional endoplasmic reticulum ATPase (Homo sapiens), P55072 | hit rate 0.42% among 220,000 | recombinant p97 ATPase, Kinase-Glo ATP luminescence, 3 h | inhibition, % at 8 µM | AID 1481, 2009; in the data active = inhibition above about 15%;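 note: 0% = DMSO vehicle and 100% = wells lacking enzyme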
NPY-Y1 antag = NPY-Y1 receptor antagonists, primary screen, cell-based. HEK293-CNG Y1 cells, membrane potential fluorescence; NPY at EC95, then isoproterenol. Neuropeptide Y receptor type 1 (Homo sapiens), P25929. AID 1040, 2008. hit rate 1% among 200,000. inhibition, % at 3.6 µM;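 active = inhibition above the campaign mean inhibition of all tested compounds plus 3 SD, cut at about 20% in these data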;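 note: 0% = DMSO wells given NPY plus isoproterenol and 100% = isoproterenol alone without NPY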
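System: HEK293 cells with Y1 receptor plus CNG channel / Probe or stimulus: NPY 25 nM then isoproterenol 1 µM plus Ro 20-1724 25 µM / Compound: one concentration, 3.6 µM, in 0.4% DMSO / Schedule: compound incubation 1 h at room temperature, readout 45 min post-stimulation / Measured by: membrane potential fluorescence / Read-out: % inhibition of NPY effect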
Runt-SMMHC FRET = inhibitors of RUNX1 Runt–CBFb-SMMHC binding, primary screen, biochemical, FRET, Cerulean-Runt, Venus-CBFb-SMMHC, uHTS | Cerulean-Runt/Venus-CBFb-SMMHC FRET ratio 530/480, 1 h | Runt-related transcription factor 1 (Homo sapiens) + Core-binding factor subunit beta … | inhibition, % at 20 µM | hit rate 0.74% among 220,000;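 active = mean inhibition across duplicate retests at 20 µM reaching about 50%, limit read from the data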;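 note: 0% = DMSO wells and 100% = wells with excess untagged CBFb-SMMHC; inhibitors lower the FRET ratio by blocking Runt binding to CBFb-SMMHC; some results filed as inactive read as strong as hits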
Target sequence (Q01196 whole entry, looked up): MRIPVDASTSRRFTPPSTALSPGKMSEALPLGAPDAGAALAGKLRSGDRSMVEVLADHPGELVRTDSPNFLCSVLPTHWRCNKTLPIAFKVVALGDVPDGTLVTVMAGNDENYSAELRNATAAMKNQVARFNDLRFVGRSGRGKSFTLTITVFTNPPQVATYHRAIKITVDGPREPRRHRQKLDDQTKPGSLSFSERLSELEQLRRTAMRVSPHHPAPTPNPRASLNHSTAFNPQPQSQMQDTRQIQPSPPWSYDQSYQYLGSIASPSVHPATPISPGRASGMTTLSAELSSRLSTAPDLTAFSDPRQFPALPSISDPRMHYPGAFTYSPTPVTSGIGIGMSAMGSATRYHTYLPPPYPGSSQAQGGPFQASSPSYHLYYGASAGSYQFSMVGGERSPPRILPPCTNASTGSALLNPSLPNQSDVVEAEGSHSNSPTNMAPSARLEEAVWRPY
Target sequence (Q13951 whole entry, looked up): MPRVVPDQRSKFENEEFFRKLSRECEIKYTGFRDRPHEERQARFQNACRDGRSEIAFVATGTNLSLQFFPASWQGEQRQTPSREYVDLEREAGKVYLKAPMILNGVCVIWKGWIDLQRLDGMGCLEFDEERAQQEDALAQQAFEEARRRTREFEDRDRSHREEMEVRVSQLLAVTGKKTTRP
Hck-Nef inh = inhibitors of Nef-activated human Hck kinase, primary screen, biochemical, Z-Lyte FRET, 384-well, Hck-YEEI; Tyrosine-protein kinase HCK (Homo sapiens), P08631; Recombinant Hck-YEEI plus Nef, Z-Lyte FRET kinase assay; inhibition, % at 20 µM; hit rate 0.68% among 220,000; AID 463187, 2010;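 active = Hck-Nef kinase inhibition above about 50%, limit read from the data; inactive = inhibition below that limit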;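 note: 0% = DMSO with Hck plus Nef and 100% = Hck alone without Nef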
NPY2 pot ag = NPY-Y2 potentiators or agonists, primary screen, cell-based; Neuropeptide Y receptor type 2 (Homo sapiens), P49146; cells expressing NPY-Y2, potentiator/agonist read-out; activation, % at 3.6 µM; hit rate 0.45% among 220,000; AID 1359, 2008; in the data active = activation above about 27%;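 note: cells stimulated with NPY near EC25 plus isoproterenol at EC100; 0% = vehicle plus submaximal agonist and 100% = vehicle plus saturating agonist; some results beyond the cut were filed as inactive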
Target sequence (P49146 whole entry, looked up): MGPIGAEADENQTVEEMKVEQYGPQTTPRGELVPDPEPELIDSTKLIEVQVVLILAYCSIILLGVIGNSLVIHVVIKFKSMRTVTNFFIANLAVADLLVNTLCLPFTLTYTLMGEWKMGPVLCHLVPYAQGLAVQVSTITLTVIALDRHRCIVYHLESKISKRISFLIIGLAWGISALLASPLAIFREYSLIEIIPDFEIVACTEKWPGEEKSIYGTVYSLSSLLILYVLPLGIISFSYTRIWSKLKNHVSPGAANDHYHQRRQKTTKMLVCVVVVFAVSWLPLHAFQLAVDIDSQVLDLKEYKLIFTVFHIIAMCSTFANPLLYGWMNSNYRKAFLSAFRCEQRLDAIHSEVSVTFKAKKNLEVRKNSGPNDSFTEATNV
NPY1 pot ag = NPY-Y1 receptor potentiators or agonists, primary screen, cell-based; Neuropeptide Y receptor type 1 (Homo sapiens), P25929; NPY-Y1 expressing cells, potentiator/agonist activation; activation, % at 3.6 µM; hit rate 0.37% among 220,000; in the data active = activation above about 33%, passing the limit was not always enough;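 note: cells stimulated with NPY at EC10 then isoproterenol at EC100; 0% = low agonist plus stimulus and 100% = saturating agonist plus stimulus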
Runt-CBFb FRET = inhibitors of RUNX1 Runt–CBFb binding, primary screen, biochemical, FRET, Cerulean-Runt, Venus-CBFb, uHTS. Runt-related transcription factor 1 (Homo sapiens) + Core-binding factor subunit beta …. Cerulean-Runt/Venus-CBFb FRET ratio 530/480, 1 h. inhibition, % at 20 µM. hit rate 0.46% among 220,000. AID 1496, 2009;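 active = inhibition over about 50% at 20 µM in the single-dose screen, limit read from the data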;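 note: 0% = DMSO wells and 100% = excess unlabeled CBFb competitor control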
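Assay system: Cerulean-tagged RUNX1 Runt domain (FRET donor) fusion protein / Amount: 100 nM each of Venus-CBFb and Cerulean-Runt domain / Medium: Tris buffer pH 7.5 with salts and BSA / Also added: Venus-CBFb 100 nM / Schedule: 1 h complex formation plus 1 h compound treatment, room temperature / Signal: FRET fluorescence / Read-out: loss of energy transfer signal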
RBBP9 inh = human RBBP9 inhibitors, primary screen, biochemical, fluorescence polarization, FP-Rh probe, HTS; Serine hydrolase RBBP9 (Homo sapiens), O75884; recombinant RBBP9; inhibition, % at 7.94 µM; hit rate 0.2% among 220,000; AID 1515, 2009;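 active = inhibition above the campaign mean of all tested compounds plus 3 SD, cut at about 14% in these data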;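 note: plate controls were DMSO wells with RBBP9 for no effect and wells lacking RBBP9 protein for full effect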
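Assay system: recombinant human RBBP9; Reagent: Serine-hydrolase probe FP-Rh, 375 nM pre-mixing; Doses: 7.94 µM single dose, 0.794% DMSO; Incubation: 30 min then 45 min, 25 °C; Detection: fluorescence polarization (mP), excitation 525 nm, emission 598 nm; Evaluation: percent inhibition from mP, scaled between DMSO and no-protein wells.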
Mdm2 ligase inh = MDM2-luciferase reporter signal enhancers, primary screen, MDM2 E3 ligase inhibitor project, cell-based, luminescence, 1536-well; signal enhancement, % at 5 µM; AID 1230, 2008; cell-based MDM2 ubiquitination luciferase reporter, 2 h; 0 = plate control, 100 = twice control, blank-subtracted; hit rate 0.11% among 210,000;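 active = signal enhancement of 30% or more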;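 note: luminescence tracks abundance of the self-degrading MDM2-luciferase fusion protein; higher signal means inhibition of MDM2 E3 ligase activity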
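Assay system: stable mammalian line carrying autodegrading MDM2–luciferase fusion reporter; Input: 2000 cells in each well; Compound dosing: single-point 5 µM; Schedule: 2 h compound exposure at 37 °C; Signal: SteadyLite luciferase luminescence after 15 min room-temperature reagent incubation; Evaluation: % luminescence enhancement versus blank-corrected plate control mean; Benchmarks: plate controls and plate blanks.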
* = called active by the depositor; . = not tested or not shown.

nr	mol	p97 inhibitor	NPY-Y1 antag	Runt-SMMHC FRET	Hck-Nef inh	NPY2 pot ag	NPY1 pot ag	Runt-CBFb FRET	RBBP9 inh	Mdm2 ligase inh
1	CCC(C)(C)n1nnnc1C(c1cc2ccc(C)cc2[nH]c1=O)N(Cc1cccnc1)Cc1ccco1 (centres undefined)	-3	-1	-60	0	3	-1	-12	-1	-3
2	C/C(=N\NC(=O)c1cc(-c2cccnc2)nc2ccccc12)c1ccc(O)cc1O	4	7	-38	0	-9	0	-13	-9	10
3	CC(=O)Nc1ccc(S(=O)(=O)Nc2nc3ccccc3nc2Nc2ccc(N)cc2)cc1	3	.	-2	15	21	12	-8	13	.
4	CC1CCCCC1NC(=O)CSc1nnc(CNC(=O)c2ccccc2)n1C (centres undefined)	8	-4	-2	9	2	-4	2	-1	-10
5	Cn1c(=O)cc(SCC(=O)N2CCN(C(=O)c3ccco3)CC2)c2ccccc21	1	-6	-6	2	-1	18	1	-1	4
6	CN(C)c1oc(-c2ccc(OCc3ccccc3)cc2)nc1C#N	-4	4	-7	2	13	12	-11	0	-2
7	CC1(C)CC(=O)C(C(c2cccc([N+](=O)[O-])c2)C2C(=O)CC(C)(C)CC2=O)C(=O)C1	0	2	0	4	14	-4	-1	-6	-5
8	O=Cc1[nH]c2ccccc2c1N(C(=O)CCl)c1ccccc1	7	.	-27	22	25	41	-5	-3	-3
9	COc1cccc(/C=C/C(=O)N2CCN(c3n[nH]c(=O)[nH]c3=O)CC2)c1OC	-4	-3	2	-8	0	-5	-3	-7	-11
10	Cc1ccc(S(C)(=O)=NC(=O)NC(=O)c2c(Cl)cccc2Cl)cc1 (centres undefined)	-2	.	1	13	-17	7	0	-2	-8
11	COc1ccc2c(Cl)c(C(=O)NCC3CCCO3)sc2c1Cl (centres undefined)	1	11	-3	4	7	-1	-1	-3	3
12	O=C(/C=C/c1ccccc1)NNC(=O)c1cccnc1	1	-2	-3	-2	1	-6	-3	-1	-2
13	CCOC(=O)c1ccc(-c2nnc(-c3ccc(Cl)cc3Cl)o2)cc1	2	-3	-5	-7	-16	5	-4	-8	-19
14	CCOC(=O)CCCn1c(C)nc(=O)c(-c2ccccc2)c1C	5	1	2	7	14	19	1	-1	-9
15	CCOC(=O)c1ccc(NC(=S)N2CCCC2)cc1	2	2	0	-7	-3	12	0	4	-24
16	CN1CCCc2cc(C=O)ccc21	-5	1	-13	-4	-3	1	1	-5	-2
17	CCOc1cccc(-c2nnc3sc(-c4cccs4)nn23)c1	0	6	-2	1	-4	-4	-3	-8	-2
18	Cc1ccnc(NS(=O)(=O)c2cccc([N+](=O)[O-])c2)c1	4	.	-2	21	10	8	0	0	.
19	N#CC1=C(N)OC2=C(C(=O)CC(c3ccccc3)C2)C1c1ccc2c(c1)OCO2 (centres undefined)	4	-1	-5	5	-14	-37	-1	-5	-11
20	Cc1csc2cc(-c3cccc([N+](=O)[O-])c3)c(-c3cccc([N+](=O)[O-])c3)c[n+]12	5	6	-2	1	12	18	1	-4	0
21	COc1ccc(-c2nnc(SCC(=O)/C(C#N)=C(\C)N)o2)cc1	1	6	-3	5	-8	2	-1	-9	-12
22	CC(C)(C)OC(=O)CNC(=O)c1[nH]cnc1C(=O)Nc1ccc(Cl)cc1	.	.	2	29	.	.	-5	.	-15
23	CN(CCO)c1ccc([N+](=O)[O-])cc1C(=O)O	5	-4	0	0	-3	8	-2	3	1
24	CCN(CC)C(=O)c1cccc2nc3ccccc3nc12	-1	.	5	23	19	-2	0	-5	-6
25	O=C(O)CCC(=O)N1CCc2cc(S(=O)(=O)Nc3ccc4c(c3)OCCO4)ccc21	-3	1	2	17	5	-8	5	-7	-6
26	CCOC(=O)c1c(C)c(C(=O)Nc2cc(F)ccc2F)c(C)n1C	0	0	2	0	11	-19	0	1	-12
27	O=C(CSc1nc2ccccc2c(=O)n1-c1ccccc1)N1CCN(CCO)CC1	9	-6	4	1	-3	-18	-2	2	-7
28	O=C(Nc1ccc(Cl)c(C(F)(F)F)c1)C(=O)N1CCCCC1	3	0	1	1	-14	-1	0	-7	-12
29	COCCCNC(=O)/C(C#N)=C/c1ccc(F)cc1	3	-7	-5	-42	0	13	-1	-2	-2
30	CC(=O)Nc1ccc(Nc2cc(C)nc3c(-c4ccccc4)c(C)nn23)cc1	6	-5	-3	7	5	-9	-4	-8	3

3 entries from above, ordered by the value under Runt-CBFb FRET, smallest number first.
nr	mol	p97 inhibitor	NPY-Y1 antag	Runt-SMMHC FRET	Hck-Nef inh	NPY2 pot ag	NPY1 pot ag	Runt-CBFb FRET	RBBP9 inh	Mdm2 ligase inh
8	O=Cc1[nH]c2ccccc2c1N(C(=O)CCl)c1ccccc1	7	.	-27	22	25	41	-5	-3	-3
7	CC1(C)CC(=O)C(C(c2cccc([N+](=O)[O-])c2)C2C(=O)CC(C)(C)CC2=O)C(=O)C1	0	2	0	4	14	-4	-1	-6	-5
25	O=C(O)CCC(=O)N1CCc2cc(S(=O)(=O)Nc3ccc4c(c3)OCCO4)ccc21	-3	1	2	17	5	-8	5	-7	-6

Continuation:
nr	mol	p97 inhibitor	NPY-Y1 antag	Runt-SMMHC FRET	Hck-Nef inh	NPY2 pot ag	NPY1 pot ag	Runt-CBFb FRET	RBBP9 inh	Mdm2 ligase inh
31	Cc1cccc(NC(=O)CSc2nnc([C@@H](N)Cc3ccccc3)o2)c1C	-6	-3	3	-4	-5	-10	0	-9	-13
32	COc1cc(C2C3=C(CC(C)(C)CC3=O)OC(N)=C2[N+](=O)[O-])ccc1O (centres undefined)	-1	2	2	2	-11	-12	2	-6	-21
33	Cc1cc(C)c2cc(C)c(SCC(=O)NCc3ccco3)nc2c1	-5	4	0	22	-9	-10	1	-10	-9
34	C1=C(c2ccccc2)N2CCN=C2S1	2	-1	0	-10	5	5	1	-5	-18
35	COCCNC(=O)CS(=O)Cc1nc(-c2ccc(OC)cc2)oc1C (centres undefined)	5	1	0	6	8	-3	2	-12	-8
36	C/C=C(/C)C(=O)Nc1cccc(C2=NOC3(C2)C[C@@H](C(N)=O)N(C(=O)[C@H]2CCC(=O)N2)C3)c1 (some centres undefined)	.	.	1	27	.	.	0	.	-5
37	CCCC(=O)O[C@@H]1C[C@@H](C)N(C(=O)c2ccccc2)c2ccc(C)cc21	-3	9	2	-1	-21	13	-2	-6	-6
38	COc1ccc(C(=O)n2nnc3ccccc32)cc1Br	-3	0	0	-11	-14	-6	-2	-6	6
39	COc1cc(NC(=O)CN2CCC(C(N)=O)(N3CCCCC3)CC2)c(OC)cc1Cl	2	-4	1	1	8	23	2	7	-3
40	COc1ccccc1CNC(=O)c1cnn2c(C(F)F)cc(C)nc12	-9	8	-5	0	-19	-30	-1	-2	-16
41	O=C(NC1CCS(=O)(=O)C1)c1cn(-c2ccccc2)nc1-c1ccccc1 (centres undefined)	-4	-3	2	1	3	-2	-2	-2	-2
42	CC(=O)N/C(=C\c1ccc(F)cc1)C(=O)NC(Cc1ccccc1)C(=O)O (centres undefined)	6	.	1	19	12	5	2	-6	5
43	O=C(COC(=O)c1cncc(Br)c1)Nc1nc(-c2ccc(F)cc2)cs1	4	.	-3	28	3	-2	1	-3	-15
44	CCOC(=O)c1c(O)c2ccccc2oc1=O	2	.	2	12	-10	6	0	-6	-12
45	COc1ccc(C2C(C#N)=C(N)OC3=C2C(=O)CCC3)cc1OC (centres undefined)	1	0	0	14	-2	12	0	-4	-13
46	Cc1cc(C)c2nc(-c3ccccn3)cc(C(=O)n3cccn3)c2c1	-2	5	-6	-26	-16	3	2	-5	-14
47	Cc1cccnc1-n1c(CCN2C(=O)c3ccccc3C2=O)nc2ccccc2c1=O	3	4	-2	1	-1	-14	-2	-5	-4
48	CCCC(=O)C1=C(O)C(C(=O)OC)C(C)(C)CC1=Nc1cccc2ccccc12 (centres undefined)	-4	7	-5	16	-6	2	-4	2	-5
49	OC(CN1CCOCC1)CN(c1ccccc1)c1ccccc1 (centres undefined)	3	12	0	-1	10	-27	-1	6	-7
50	COc1ccc(N/N=C(/Oc2ccc([N+](=O)[O-])cc2)C(C)=O)cc1	4	7	-4	12	-3	-24	-1	10	.

Among those listed so far, these have a thiophene ring, fused or not.
nr	mol	p97 inhibitor	NPY-Y1 antag	Runt-SMMHC FRET	Hck-Nef inh	NPY2 pot ag	NPY1 pot ag	Runt-CBFb FRET	RBBP9 inh	Mdm2 ligase inh
11	COc1ccc2c(Cl)c(C(=O)NCC3CCCO3)sc2c1Cl (centres undefined)	1	11	-3	4	7	-1	-1	-3	3
17	CCOc1cccc(-c2nnc3sc(-c4cccs4)nn23)c1	0	6	-2	1	-4	-4	-3	-8	-2

Ordered by molar mass (high to low): some entries from above
nr	mol	p97 inhibitor	NPY-Y1 antag	Runt-SMMHC FRET	Hck-Nef inh	NPY2 pot ag	NPY1 pot ag	Runt-CBFb FRET	RBBP9 inh	Mdm2 ligase inh
43	O=C(COC(=O)c1cncc(Br)c1)Nc1nc(-c2ccc(F)cc2)cs1	4	.	-3	28	3	-2	1	-3	-15
14	CCOC(=O)CCCn1c(C)nc(=O)c(-c2ccccc2)c1C	5	1	2	7	14	19	1	-1	-9
23	CN(CCO)c1ccc([N+](=O)[O-])cc1C(=O)O	5	-4	0	0	-3	8	-2	3	1

The order is random. Share with any hit: about 3.5%.
